# Screens (PubChem BioAssay)
# MEP2 TOR yeast = modulators of MEP2-GFP levels in yeast, primary screen, S. cerevisiae, multiplex flow cytometry, MLPCN library | S. cerevisiae MEP2-GFP strain, 3 h; 100% = DMSO control level | GFP response vs DMSO, % at 10 µM | 0.51% of 330,000 active;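 active = GFP response versus DMSO above a set limit, roughly screen mean plus 3 SD, cut at about 180% in these data; inconclusive = fewer than 70 cells counted for a yeast strain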;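 also: median GFP fluorescence of the barcode-gated MEP2-GFP cells per well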
# RPL19A TOR yeast = RPL19A-GFP expression modulators in yeast, primary screen, cell-based, S. cerevisiae, multiplex flow cytometry, MLPCN; percent response vs DMSO, % at 10 µM; S. cerevisiae RPL19A-GFP strain, 3 h; stronger effect = lower value; AID 2025, 2009; 0.3% of 330,000 active;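 active = percent response vs DMSO below 50%; inconclusive = fewer than 70 events counted for the yeast strain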;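 also: median channel GFP fluorescence of the barcoded RPL19A-GFP strain; ratio of sample median GFP to plate DMSO average so 100% = DMSO; lower means less RPL19A-GFP as with rapamycin TOR inhibition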
# LAP4-GFP MLPCN = modulators of LAP4-GFP expression in yeast, primary screen, S. cerevisiae, multiplex flow cytometry, MLPCN library; GFP response vs DMSO, % at 10 µM; 3 h; median GFP as percent of DMSO wells; 0.34% of 320,000 active;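 active = GFP response vs DMSO above a set limit, about the screen mean plus 3 SD, cut at about 150% in these data; inconclusive = under 70 cell events counted for the yeast strain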
# AHR act = AHR activators, primary screen, cell-based, luminescence, luciferase reporter, human | Aryl hydrocarbon receptor (Homo sapiens), P35869 | AHR-responsive luciferase reporter cells | activation, % at 5 µM | 2.5% of 320,000 active | AID 2796, 2010; in the data active = activation above about 47%;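 also: 0% = vehicle wells and 100% = reference agonist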
# EBNA-1 inh = EBNA-1 DNA-binding inhibitors, primary screen, biochemical, fluorescence polarization; inhibition, % at 14.8 µM; 0.34% of 300,000 active; in the data active = inhibition above about 28%
# proCasp7 act = procaspase-7 activators, primary screen, counter-screen for procaspase-3 activator project, biochemical, absorbance, HTS, human | Caspase-7 (Homo sapiens), P55210 | recombinant procaspase-7, Ac-DEVD-pNA absorbance 405 nm; D23A/D198A/D206A triple mutant, cannot self-cleave; scale: DMSO 0, 5 µM enzyme 100 | activation, % at 8.5 µM | 0.093% of 330,000 active | AID 463210, 2010;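 active = percent activation above the screen-wide mean plus 3 SD, cut at about 25% in these data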
#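 Assay system: Uncleavable procaspase-7 mutant enzyme / Input: 2 µM procaspase-7 mutant as dispensed / Dosing: single nominal 8.5 µM compound dose, 0.8% DMSO final / Timing: 1 h enzyme–compound preincubation and 2 h substrate reaction, both 25 °C / Detection: p-Nitroaniline absorbance at 405 nm, read at 0 and 120 min / Replication: singlicate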
# ZTA DNA inh = counter-screen for EBNA-1 inhibitors: inhibitors of Epstein-Barr virus ZTA. P03206. ZTA-DNA binding, fluorescence polarization. inhibition, % at 11 µM. 0.15% of 320,000 active. AID 2234; in the data active = inhibition above about 33%
# proCasp3 act = activators of human procaspase-3 D3A mutant, primary screen, biochemical, absorbance, PC-3 D3A mutant, single concentration; Caspase-3 (Homo sapiens), P42574; recombinant procaspase-3 D3A, Ac-DEVD-pNA absorbance 405 nm; activation, % at 8.5 µM; 0.11% of 330,000 active;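 active = activation above the mean of all tested compounds plus 3 SD, cut at about 21% in these data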;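 also: 0% = DMSO alone and 100% = DMSO wells spiked with extra 5 µM PC-3 D3A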
#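 Assay system: Procaspase-3 D3A mutant, all three cleavage aspartates alanine. Buffer or medium: Zinc-free HEPES saline buffer with Triton X-100. Times: 1 h compound preincubation, 2 h substrate hydrolysis at 25 °C. Measured by: 405 nm absorbance of p-nitroaniline, reads at 0 and 120 min. Read-out basis: percent activation relative to control range. Replicates: singlicate.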
# * = called active by the depositor; u = inconclusive; x = not tested or not shown; [ ] = another dose, or the depositor's remark.
SMILES,MEP2 TOR yeast,RPL19A TOR yeast,LAP4-GFP MLPCN,AHR act,EBNA-1 inh,proCasp7 act,ZTA DNA inh,proCasp3 act
O=C(N/N=C/c1ccco1)c1cc(-c2ccc(Br)s2)[nH]n1,92,95,103,19,-1,6,-4,-2
CCOc1ccc2nc(NC(NC(C)=O)(C(=O)OC)C(F)(F)F)sc2c1 (stereo unspecified),108,105,105,2,0,-2,-5,2
Nc1ncnc(Nc2cc(C(F)(F)F)cc(C(F)(F)F)c2)n1,99,92,104,12,-1,-3,-7,4
C=C(C)CN1C(=O)c2ccccc2C1=O,93,110,90,4,4,-2,1,3
COC(=O)[C@H](Cc1ccccc1)NC(=O)NCC1CCCO1 (stereo partly specified),106,103,107,3,-8,-4,2,6
Cc1cccc(C)c1NC(=S)N(CCc1ccncc1)C(C)C,101,99,102,1,9,1,-9,-9
C[C@@H](NC(=O)c1nc[nH]c1C(=O)OCc1ccccc1)c1ccccc1,95,98,94,5,x,18,-15,11
COc1ccccc1C(=O)Nc1ccnn1C1CCN(CC2CC=CCC2)CC1 (stereo unspecified),103,101,88,4,-14,-4,8,-4
Cc1cc(C)nc(N2CCCC(C(=O)Nc3nnc(C(C)(C)C)s3)C2)n1 (stereo unspecified),74,92,106,0,1,4,-9,1
O=C(COC(=O)Cc1ccsc1)Nc1ccccc1,96[may fluoresce red],u,79[may fluoresce red],4,-10,4,-6,7
Fc1cccc(Cl)c1Cn1nnc(-c2ccc3c(c2)OCO3)n1,89,93,104,43,-9,3,11,-1
COc1cc(C(=O)O[C@H]2CC(C)=CC[C@@]3(C)CC[C@@](O)(C(C)C)[C@H]23)ccc1O,92,86,x,2,-2,2,-2,6
CCOc1cc(CNC(C)(C)C)ccc1OCC(=O)Nc1cccc(C(F)(F)F)c1,97,97,102,0,-5,-2,11,2
Cc1cc(C)n2nc(C(=O)OCCOc3ccc(F)cc3)nc2n1,101,104,101,-3,5,0,-10,3
CCNc1nc(NCC)nc(N/N=C/c2ccc(N(C)C)cc2)n1,100,103,98,40,1,3,1,-1
CC(=O)Nc1ccc(S(=O)(=O)NC2CCS(=O)(=O)C2)cc1Cl (stereo unspecified),107,106,x,-2,-13,2,0,2
CC1CCCCN1C(=O)CSc1nnc(-c2c[nH]c3ccccc23)o1 (stereo unspecified),106,102,102,2,-11,-4,15,-2
CCOc1ccccc1CNC(=O)C1CCN(c2nnc(C)c3c(C)n(-c4ccc(C)cc4)nc23)CC1,98,98,93,0,10,10,1,6
Cc1ccsc1/C=N/NC(=S)NCc1ccccc1,98,105,104,11,5,-6,-16,9
COc1ccccc1/C=C/C=N/n1c(COc2ccccc2)n[nH]c1=S,106,101,109,5,0,-17,11,-4
CC1CCN(S(=O)(=O)c2ccc(NC(=O)Cc3ccc(S(=O)(=O)N4CCOCC4)s3)cc2)CC1,96,87,92,1,-6,-1,1,-9
O=C(NCC(=O)N1CCN(c2ccccc2O)CC1)c1cccs1,91,84,97,5,-4,4,-18,11
COc1ccc([N+](=O)[O-])cc1NC(=O)CSc1nc(C)c(C)c(C)n1,101,111,102,6,-6,-2,-12,2
O=C(O)C1CC(=O)N(CCOc2ccccc2)C1 (stereo unspecified),102,103,98,1,-9,0,9,-5
O=C(COC(=O)/C=C/c1ccc(F)cc1)Nc1ccc(Cl)cn1,106,100,115,0,6,4,18,3
O=C(CCS(=O)(=O)c1ccc(Cl)cc1)N1CCN(S(=O)(=O)c2cccs2)CC1,95,99,96,5,-22,11,-22,-1
Cc1ccccc1N/N=C/c1c(C)nc2ccccn12,103,99,91,17,10,-4,-11,-13
O=C(CSc1nc(O)cc(=O)n1-c1ccccc1)Nc1ccc2c3c(cccc13)CC2,104,105,89,7,-5,1,-5,5
COc1ccc(OC)c(/C=N/NC(=O)c2[nH]ncc2Br)c1,93,93,98,13,-2,-9,-1,-3
Cc1ccc(NC(=O)C2CCN(c3cnccn3)CC2)cc1,64,97,111,-1,-1,5,-6,1
COc1ccc(C2=NOC(CN3C(=O)c4ccccc4S3(=O)=O)C2)cc1 (stereo unspecified),101,98,99,2,-1,4,-14,1
CCOC(=O)NN1C(=O)c2ccccc2NC1c1ccc(OC)c(OC)c1 (stereo unspecified),104,102,106,1,-4,3,-15,1
CCOC(=O)C[C@H]1c2ccc(C(F)(F)F)cc2S(=O)(=O)N1c1cccc(OC)c1,90,94,125,2,10,8,-2,4
C/C(CC(=O)Nc1ccc2c(c1)OCCO2)=N\NC(=O)COc1ccc(C)cc1,113,105,92,0,2,3,7,1
CN(C)c1cc(N)c2ccccc2n1 (tested in a mixture with another compound),103,103,106,24,-2,5,-28,-11
CCOC(=O)c1cnc2c(ccc3ccccc32)c1NCCO,101,101,99,2,-6,3,-20,8
CCOC(=O)CSc1nc2sc3c(c2c(=O)n1CC)CC(C)(C)OC3,105,98,93,1,2,7,8,8
CC(=O)Nc1cccc(O)c1,102,105,102,1,x,10,-17,6
CCOc1ccc(-c2c(C#N)c(N)nc3sc(C(=O)c4ccccc4)c(N)c23)cc1,105,102,116,6,3,-5,13,-6
CCOc1ccc(CN2CCN(Cc3cccn3-c3ncccn3)CC2CCO)cc1 (stereo unspecified),104,99,91,1,-5,-3,-17,0
CCCCN(CC)C(=O)Cn1cnc2sc(C)c(S(=O)(=O)N3CCC(C)CC3)c2c1=O,104,104,102,-2,-5,0,2,3
CCOc1ccc(C(=O)Nc2nnc(SCC(=O)NCC3CCCO3)s2)cc1 (stereo unspecified),100,97,125,0,6,2,-16,5
O=C(NCc1ccccc1)c1cnc(Cl)c(Cl)c1,94,95,96,-3,-6,2,-9,-1
CCC1=C(OC(=O)N(CC)CC)N2C(=O)OC(=NCc3ccccc3)[C@]2(C)[C@H]2C1=CC[C@H]1C(=O)N(CC(=O)OC)C(=O)[C@H]12,89,98,105,-4,-5,-5,6,1
COc1ccccc1-c1nnc2sc(-c3cc4ccccc4o3)nn12,96,93,132,47,3,-6,31,6
COc1cc(OC)cc(N(C(=O)c2ccco2)C(C(=O)NC2CCCC2)c2ccc(N3CCOCC3)cc2)c1 (stereo unspecified),92,102,98,0,3,-1,0,-2
COc1ccc2cc(C)c3nnc(SCC(=O)Nc4nc(-c5ccc(F)cc5)cs4)n3c2c1,109,105,104,1,-5,3,-21,10
Cc1ccc(N2C(=O)c3ccc(C(=O)N4CCN(c5cccc(C)c5C)CC4)cc3C2=O)cc1,98,96,99,0,-8,2,5,-8
CCOC(=O)c1[nH]c2ccccc2c1NC(=O)c1cc(OC)c(OC)c(OC)c1,112,98,109,10,10,-3,17,-2
Cc1ccc(O)c(N=Cc2ccc(C)s2)c1,99,102,95,33,-4,4,3,-20

# 3 entries already listed, ordered by their value in proCasp3 act, rising:
structure	proCasp3 act
Cc1cccc(C)c1NC(=S)N(CCc1ccncc1)C(C)C	-9
O=C(CSc1nc(O)cc(=O)n1-c1ccccc1)Nc1ccc2c3c(cccc13)CC2	5
CCOC(=O)CSc1nc2sc3c(c2c(=O)n1CC)CC(C)(C)OC3	8

# Some entries already given, showing only MEP2 TOR yeast and ZTA DNA inh:
Compound	MEP2 TOR yeast	ZTA DNA inh
COc1ccccc1-c1nnc2sc(-c3cc4ccccc4o3)nn12	96	31
COc1cc(OC)cc(N(C(=O)c2ccco2)C(C(=O)NC2CCCC2)c2ccc(N3CCOCC3)cc2)c1 (stereo unspecified)	92	0
COc1ccc2cc(C)c3nnc(SCC(=O)Nc4nc(-c5ccc(F)cc5)cs4)n3c2c1	109	-21
Cc1ccc(N2C(=O)c3ccc(C(=O)N4CCN(c5cccc(C)c5C)CC4)cc3C2=O)cc1	98	5

# Further structures.
SMILES,MEP2 TOR yeast,RPL19A TOR yeast,LAP4-GFP MLPCN,AHR act,EBNA-1 inh,proCasp7 act,ZTA DNA inh,proCasp3 act
C=CCN1C(=O)CS/C1=C(\C#N)S(=O)(=O)c1ccc(C)cc1,104,102,101,5,6,-15,6,-6
Cc1c(NC(=O)c2ncn[nH]2)cccc1-c1nc2ccccc2s1,105,102,90,-2,0,3,-17,-7
CC(=O)c1ccc(NC(=O)CSC(=S)N2CCCC2)cc1,101,103,98,-1,2,3,-22,6
O=C(O)Cn1cnc2scc(-c3cccs3)c2c1=O,98,96,102,3,-1,1,18,6
COc1cc2c(C(=O)N3CCN(c4ccccc4C)CC3)c(C)oc2cc1Br,105,103,108,0,-6,2,7,5
CCc1sc(C(=O)N2CCc3cc(OC)c(OC)cc3C2CC(=O)O)cc1C (stereo unspecified),96,92,118,0,x,-3,-2,2
O=C(C1CCN(S(=O)(=O)c2cccc3nsnc23)CC1)N1CCc2ccccc21,109,101,100,1,2,0,6,4
CCOc1ccc(S(=O)(=O)NCCC(=O)NCCOc2ccccc2)cc1,97,99,108,2,-2,11,-4,-5
Cc1cccc(C)c1NC(=O)CN(C)C(=O)c1ccccc1Cc1ccccc1,99,98,103,1,-7,5,-6,-2
CCN(CCCNC(=O)CCn1c(=O)[nH]c2ccccc2c1=O)c1ccccc1,103,103,103,3,-2,7,3,-1
Cc1cccc(-c2nc(CN3CCCC(C(=O)NC4CCCCCC4)C3)c(C)o2)c1 (stereo unspecified),105,103,101,-1,7,3,-13,6
CCC1Oc2ccccc2N(CC(=O)NCCCN2CCC(C)CC2)C1=O (stereo unspecified),104,97,96,-2,11,6,-10,4
COCCCNC(=O)c1cc(Sc2nnc(C)s2)nc2ccccc12,88,96,95,15,-2,2,14,-1
c1ccc(Cc2noc(CN3CCN(C4CCc5ccccc5C4)CC3)n2)cc1 (stereo unspecified),108,109,100,4,-1,6,1,1
O=C(OCn1nnc2ccccc2c1=O)c1ccc2ncsc2c1,106,89,115,0,-2,13,-17,0
COc1cc(C2CC(=O)N3CN(Cc4ccccc4)CSC3=C2C#N)ccc1OCc1ccccc1 (stereo unspecified),94,104,112,1,5,-9,4,-11
Cc1cccc(OCCSc2nc3c([nH]2)c(=N)ncn3Cc2ccccc2)c1,88,90,93,1,0,3,-4,16
CCOC(=O)c1sc2ccc(S(=O)(=O)N3CCCCC3)cc2c1N,100,97,101,4,-6,-9,-5,-6
COc1cc(C(=O)OC2CCOC2=O)cc(Cl)c1OC (stereo unspecified),104,107,96,1,-25,-1,5,-3
CC(C)CC(=O)Nc1ccc(C(=O)COC(=O)Cc2n[nH]c(=O)c3ccccc23)cc1,104,100,100,0,x,-1,20,4
CCOC(=O)CN1C(=O)N(CC(=O)OCC)C(c2ccccc2)(c2ccccc2)C1=O,104,101,98,12,-1,4,0,2
CC(C)CC(=O)Nc1ccc2oc(-c3ccncc3)nc2c1,106,99,101,-7,-1,1,3,-4
COC(=O)[C@@H](NC(=O)c1ccc2c(c1)S(=O)(=O)c1ccccc1C2=O)C(C)C,106,102,94,0,-17,7,19,2
Cc1cc([N+](=O)[O-])ccc1NC(=O)CSc1nnc(C)n1C,103,104,86,-4,-8,-1,-6,2
Cc1ccccc1NC(=O)CCN1CCN(C/C=C/c2ccccc2)CC1,99,97,99,2,8,-1,7,7

# This is a random part of the collection; any-hit rate near 3.8%.
